MT1-MMP act inh: blocks activation of human MT1-MMP | HT1080 RFP-PRO-GFP cells, GFP/RFP ratio fluorescence, overnight; percent of plate control window, DMSO zero | GFP/RFP ratio change, % at 20 µM | AID 651647 | P50281 | actives 0.061% (n = 360,000);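 active = GFP/RFP ratio change of at least 30% with cell ATP level not reduced by more than half and red fluorescence within 50% of control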; also: strong numbers were not always called active
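Compound: 20 µM single dose, 1% DMSO / System: HT1080 RFP-PRO-GFP cells / Controls: DMSO and RFP-L50D-GFP cell wells / Read-out basis: GFP/RFP fluorescence ratio / Schedule: overnight compound exposure at 37 °C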
Rpn11 inh: blocks the human proteasome subunit Rpn11. calls only at 20 µM. human 26S proteasome, Ub4-pepOG fluorescence polarization; 20S core pre-blocked with epoxomicin. O00487. actives 0.59% (n = 360,000);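 active = inhibition at 20 µM, scaled to each plate's controls, above about 33%, limit read from the data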
Target sequence (O00487 whole entry, looked up): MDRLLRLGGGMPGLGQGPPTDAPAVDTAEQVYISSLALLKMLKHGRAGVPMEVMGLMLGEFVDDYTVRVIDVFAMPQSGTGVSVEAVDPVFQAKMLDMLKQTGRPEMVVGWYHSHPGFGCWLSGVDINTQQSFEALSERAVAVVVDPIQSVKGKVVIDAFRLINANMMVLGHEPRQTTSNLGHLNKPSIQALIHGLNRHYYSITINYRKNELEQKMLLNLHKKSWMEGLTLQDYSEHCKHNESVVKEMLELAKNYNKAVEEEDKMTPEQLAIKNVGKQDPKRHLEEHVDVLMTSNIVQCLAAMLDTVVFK
LMPTP inh: LMPTP (human) inhibition | P24666 | recombinant LMPTP-A, OMFP fluorogenic substrate, fluorescence intensity | inhibition, % at 20 µM | actives 0.22% (n = 360,000);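 active = compounds that cut the enzyme signal by at least half of the control window in the single-dose screen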;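 also: plate controls were DMSO wells with enzyme plus substrate for no effect and substrate without enzyme for full effect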
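Test system: LMPTP-A phosphatase enzyme. Amount: LMPTP-A at 0.625 nM final in the reaction. Reagent: OMFP substrate, 400 µM final. Times: 50 min at room temperature. Signal: endpoint fluorescence intensity from OMFP dephosphorylation. Read-out basis: % inhibition. Benchmarks: no-enzyme and uninhibited controls.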
SUMO1 PPI mod: alters human SUMO1 binding to SIM partners. P63165. SUMO1 binding to a labelled peptide, TR-FRET, 1 h. inhibition, % at 20 µM. actives 0.33% (n = 360,000). AID 602429; in the data active = inhibition above about 37%
Target sequence (P63165 whole entry, looked up): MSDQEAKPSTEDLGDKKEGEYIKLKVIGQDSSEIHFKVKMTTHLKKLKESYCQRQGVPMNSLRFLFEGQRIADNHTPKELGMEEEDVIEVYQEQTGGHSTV
SKN-1 block: inhibitors of C. elegans SKN-1 | C. elegans VP596 Pgst-4::GFP/RFP ratio, acrylamide-induced, 24 h | inhibition, % at 21.8 µM | actives 0.49% (n = 360,000);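 active = interference check ratio from 0.5 to 1.5 plus GFP to RFP signal ratio inhibition reaching or exceeding a fixed threshold, cut at about 30% in these data, passing the limit was not always enough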; also: some compounds called inactive have numbers as strong as hits
STEP block: STEP (human) phosphatase inhibition; inhibition, % at 20 µM; actives 0.25% (n = 360,000); P54829; recombinant STEP, OMFP fluorogenic substrate, fluorescence;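 active = inhibition at 20 µM, scaled per plate between control wells, above about 37%, limit read from the data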;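 also: 0% = DMSO with enzyme and substrate and 100% = substrate only without enzyme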
Target sequence (P54829 whole entry, looked up): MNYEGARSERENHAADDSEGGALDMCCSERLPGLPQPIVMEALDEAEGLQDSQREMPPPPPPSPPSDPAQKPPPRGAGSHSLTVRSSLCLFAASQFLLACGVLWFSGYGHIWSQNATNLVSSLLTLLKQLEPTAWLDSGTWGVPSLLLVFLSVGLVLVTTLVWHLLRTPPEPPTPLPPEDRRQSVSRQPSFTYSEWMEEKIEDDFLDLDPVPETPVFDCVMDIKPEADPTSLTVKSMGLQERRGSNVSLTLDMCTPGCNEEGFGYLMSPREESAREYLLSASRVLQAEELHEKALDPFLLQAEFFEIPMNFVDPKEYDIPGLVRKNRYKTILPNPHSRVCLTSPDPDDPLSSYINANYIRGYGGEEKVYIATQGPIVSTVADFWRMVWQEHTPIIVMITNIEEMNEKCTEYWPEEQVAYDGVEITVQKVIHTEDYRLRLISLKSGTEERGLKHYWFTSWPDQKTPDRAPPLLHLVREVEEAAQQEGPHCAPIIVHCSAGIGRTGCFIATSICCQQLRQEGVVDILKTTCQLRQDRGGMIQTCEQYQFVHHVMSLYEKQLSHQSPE
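Also added – OMFP at 25 µM · Test system – STEP tyrosine phosphatase · Technique – FITC-channel fluorescence of OMFP product · Schedule – 20 min at room temperature, dark · Evaluation – control-normalized % inhibition with plate pattern correction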
NRP1-CendR mod: alters CendR peptide binding to human NRP-1; O14786; FAM-RPARPAR peptide binding to NRP-1, fluorescence polarization; inhibition, % at 25 µM; actives 0.85% (n = 360,000); AID 602438;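 active = inhibition or corrected inhibition above about 18%, plus a signal ratio from 0.5 to 1.5, limit read from the data, passing the limit was not always enough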; also: strong numbers were not always called active
Scp-1 inhibitor: inhibitors of human Scp-1 phosphatase | Q9GZU7 | Recombinant Scp1, phosphopeptide, malachite green phosphate absorbance | inhibition, % at 20 µM | actives 0.88% (n = 340,000) | AID 493091;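 active = inhibition above about 50% at 20 µM, limit read from the data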;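 also: plate controls were DMSO wells with enzyme for no effect and wells lacking enzyme for full effect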
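Assay system: SCP-1 catalytic fragment, aa 76-261 | Buffer or medium: Tris acetate buffer pH 5.5 with MgCl2 and Tween-20 | Compound: One concentration, 20 µM, with 1.0% DMSO | Also added: Phospho 17-mer peptide substrate | Signal: Absorbance at 630 nm | Incubation: 45 min enzyme reaction at room temperature | Measure: % inhibition of SCP-1 phosphate liberation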
NadD inh: inhibitors of Staphylococcus aureus NadD. inhibition, % at 20 µM. actives 0.78% (n = 360,000). purified NadD enzyme, colorimetric absorbance read-out; in the data active = inhibition above about 26%; also: some compounds past the cut are filed as inactive
DNMT1 inh: DNMT1 (human) enzyme inhibition; P26358; inhibition (reported as % activation of signal), % at 10 µM; actives 0.83% (n = 360,000); AID 588458; DNMT1 molecular beacon, Hinp1I cleavage, fluorescence; in the data active = inhibition above about 50%
Starred values were filed as active, the others as inactive; i = inactive; / = not tested or not shown. Random draw from the library (roughly 3.9% active in at least one column).

SMILES	MT1-MMP act inh	Rpn11 inh	LMPTP inh	SUMO1 PPI mod	SKN-1 block	STEP block	NRP1-CendR mod	Scp-1 inhibitor	NadD inh	DNMT1 inh
COc1ccc(C2(C)NC(=O)N(CC(=O)Nc3ccc(Br)cc3F)C2=O)cc1OC (stereo not drawn)	3	i	-1.0	0	-1	-2	5	-3	0	-2
Cc1ccc(S(=O)(=O)NC2CCCCCCC2)cc1	2	i	2.1	7	-9	0	18	-8	0	-1
COc1ccc(-c2cc3ccccc3n2CC(O)CN2CCC(C)CC2)cc1 (stereo not drawn)	/	i	0.5	-5	-6	0	-2	11	7	2
O=c1c(Cc2ccccc2)c(O)c2cccc3c4c(n1c23)CCCC4	-3	i	3.8	5	17	5	-8	-11	1	-4
O=C(CCCCCn1c(=S)[nH]c2ccc(N3CCOCC3)cc2c1=O)NCc1ccccc1Cl	0	i	3.8	5	-7	-1	-8	-6	24	-11
CCCCN(C=O)c1c(CC)nc2c(OCc3ccc(Cl)cc3Cl)cccn12	4	i	5.3	5	11	0	3	/	5	-8
CCCCN(C(=O)COc1ccc(NC(C)=O)cc1)C1CCS(=O)(=O)C1 (stereo not drawn)	2	i	-1.6	1	12	-1	1	20	-4	6
CCOC(=O)C1=C(COC(=O)c2sccc2C)NC(=O)NC1C (stereo not drawn)	-1	i	-0.8	4	-12	-2	10	-2	6	0
CCC(Oc1ccccc1OC)C(=O)Nc1ccc2c(c1)OCCO2 (stereo not drawn)	1	i	0.2	3	1	0	3	1	-4	0
CC(C)N(C(=O)c1ccccc1-c1ccccc1)C(C)C	-5	i	1.4	-2	-6	4	10	-6	-3	5
O=C(NCc1cccnc1)C1CCN(C(=O)c2ccc(Cl)cc2Cl)CC1	10	i	0.2	3	-9	2	10	-5	-1	-3
CCN(CC(=O)NCc1ccc(Cl)cc1)S(=O)(=O)c1ccc(NC(C)=O)cc1	0	i	-0.2	4	-7	-2	4	6	-3	-5
Cc1ccccc1N1CCN(C(=O)C2CCCCC2)CC1	5	i	1.4	-1	-13	0	7	-3	1	-1
Cc1cc(=O)oc2c1ccc1oc(/C(=N/O)c3ccccc3)c(C)c12	2	i	3.8	-7	-8	-1	6	-8	11	-6
O=C(Nc1cc2c3c(c1)CC(=O)N3CCC2)c1ccccc1F	-9	i	0.8	6	1	1	1	-6	3	-1
N#Cc1ccccc1Cn1c(=O)n(-c2ccc(CC(=O)NCc3ccco3)cc2)c(=O)c2sccc21	2	i	1.5	3	0	-1	-4	1	5	6
CCOC(=O)C1CCN(C(=O)c2sccc2Cl)CC1	0	i	0.6	0	-1	0	-6	-9	-1	0
CSCC[C@H](NC(=O)CCn1nnc2ccccc2c1=O)C(=O)O	1	i	-3.3	2	3	11	9	-10	2	-1
CSCC[C@H](N)C(=O)NC[C@H]1O[C@@H](n2cnc3c(N)ncnc32)[C@H](O)[C@@H]1O	-3	i	-0.5	1	8	-2	-4	1	3	2
Cc1cccc(C)c1NC(=O)CNC(=O)Cc1ccccc1[N+](=O)[O-]	0	i	0.1	3	2	-2	3	-4	3	2
CCOC(=O)c1ccc(CSc2ncn[nH]2)o1	/	i	-1.2	2	-26	0	2	1	1	6
Cc1cc(C)n2nc(SC(C)C(=O)NC3CCCCC3C)nc2n1 (stereo not drawn)	-4	i	-1.1	5	-7	1	-18	-5	-2	1
Cc1nn(CC(=O)NC2CC2)c(C)c1S(=O)(=O)N(C)C	-5	i	-1.1	0	16	-3	4	/	-4	3
CC(=O)c1cnc2cc(-c3ccc(Cl)cc3)nn2c1C	8	i	-0.4	8	7	-1	6	1	0	11
CCOC(=O)N1CCN(C(=O)CSCC(=O)Nc2nc(-c3ccccc3)cs2)CC1	2	i	0.9	-3	10	-2	-11	0	-5	2

Compounds shown so far containing an NH in an aromatic ring (2):
SMILES	MT1-MMP act inh	Rpn11 inh	LMPTP inh	SUMO1 PPI mod	SKN-1 block	STEP block	NRP1-CendR mod	Scp-1 inhibitor	NadD inh	DNMT1 inh
O=C(CCCCCn1c(=S)[nH]c2ccc(N3CCOCC3)cc2c1=O)NCc1ccccc1Cl	0	i	3.8	5	-7	-1	-8	-6	24	-11
CCOC(=O)c1ccc(CSc2ncn[nH]2)o1	/	i	-1.2	2	-26	0	2	1	1	6

Further entries.
SMILES	MT1-MMP act inh	Rpn11 inh	LMPTP inh	SUMO1 PPI mod	SKN-1 block	STEP block	NRP1-CendR mod	Scp-1 inhibitor	NadD inh	DNMT1 inh
CN(C)c1ccc(C(=O)OCC(=O)c2cccs2)cc1	0	i	0.0	0	3	1	-4	1	5	-2
Cc1ccc(C)n1NC(=O)c1ccc(O)cc1	-4	i	-0.5	5	12	-1	-10	-5	-1	-27
O=C(CSc1nc2ccccc2s1)NCC1CCCO1 (stereo not drawn)	0	i	0.2	1	-38	0	2	-4	-8	1
O=C(CSc1ccccc1)Nc1ccc(N2CCN(c3ccccc3)CC2)c(F)c1	5	i	-0.7	-2	13	3	1	-5	17	23
Cc1nn(C(C)C(=O)NCc2ccccc2)c(C)c1[N+](=O)[O-] (stereo not drawn)	2	i	-0.8	-3	2	-2	10	-3	-4	1
CCCOC1CCCN(C(=O)CCCn2nnnc2CN2CCOCC2)C1 (stereo not drawn)	0	i	1.6	14	6	-3	4	-6	-7	-1
COCCNC(=O)CN1N=C(c2ccc(C)cc2)CCC1=O	-1	i	-0.8	-8	-1	0	13	-6	-3	-2
C=CCc1ccc(OCCCCCN2CCOCC2)c(OC)c1	1	i	-0.4	1	-3	-2	1	-7	-8	0
O=C(CSc1nc2cc3ccccc3cc2[nH]1)Nc1ccc(F)cc1	-3	i	1.4	-4	5	-2	-4	7	5	-8
COC(=O)c1c(S(N)(=O)=O)c2ccccc2n1C	2	i	-0.6	2	-5	-2	-2	-6	0	4
CC(C)(C)NC(=O)CN(C(=O)c1csnn1)c1cccc2c1CCCC2	7	i	-1.6	-1	-8	1	-11	-10	-2	0
CCOc1nc(N2CCOCC2)nc(N2CCOCC2)n1	0	i	-0.6	6	-3	-2	17	-8	-1	1
COC(=O)C1=CN(c2ccc(F)cc2)C(N)=C(C#N)C1c1ccccc1 (stereo not drawn)	-2	/	0.3	3	0	/	7	/	/	/
O=C(CNC(=O)c1ccco1)OCc1cccc(Cl)c1	5	i	-1.3	0	2	2	5	-9	-2	0
CC1CCCC(C)N1C(=O)CSc1nnc(COc2cccc3cccnc23)o1 (stereo not drawn)	-9	i	0.5	-6	0	2	-3	-3	-1	-2
Cc1cccc(-c2noc(CCC(=O)NCC3CCCO3)n2)c1 (stereo not drawn)	5	i	-1.4	-3	-10	3	6	-13	-3	-1
O=[N+]([O-])c1cc([N+](=O)[O-])c(Oc2cccc3c2CCCC3)cc1NN1CCCCC1	-3	i	0.9	5	-2	1	14	11	7	6
Cc1cc(NC(=O)/C=C/c2ccccc2Cl)no1	0	i	3.6	2	0	-3	0	-5	-5	10
NCCc1nnc(SCc2ccccc2F)o1	-3	i	-1.2	-1	-24	3	-10	-10	2	5
Cc1ccccc1NC(=O)Cc1ccccc1	3	i	1.1	-2	-3	0	14	-7	-6	-3
CC(C)(C)NC(=O)CSc1ncnc2c1nnn2Cc1ccccc1Cl	-9	i	0.3	-6	13	-7	15	-7	-4	-3
O=C(NCc1ccc(F)cc1)c1cccc(NC2=NC3CS(=O)(=O)CC3S2)c1 (stereo not drawn)	3	i	-0.5	8	-3	8	4	2	-7	0
CC(C)(C)c1ccc(C(=O)NCCCn2ccnc2)cc1	6	i	-6.1	2	7	-2	1	-5	0	0
CC1(C(=O)NCc2ccccc2Br)CCN1Cc1ccc(-c2ccccc2)o1 (stereo not drawn)	-2	i	2.5	5	-1	0	-3	/	7	6
CCN(CC)CCSc1nnc2c3ccccc3n(Cc3ccccc3)c2n1	-9	i	0.3	-13	4	0	0	-1	-9	1

Reprinted from the part before: five entries; new compounds follow.
SMILES	MT1-MMP act inh	Rpn11 inh	LMPTP inh	SUMO1 PPI mod	SKN-1 block	STEP block	NRP1-CendR mod	Scp-1 inhibitor	NadD inh	DNMT1 inh
CC(C)(C)NC(=O)CSc1ncnc2c1nnn2Cc1ccccc1Cl	-9	i	0.3	-6	13	-7	15	-7	-4	-3
O=C(NCc1ccc(F)cc1)c1cccc(NC2=NC3CS(=O)(=O)CC3S2)c1 (stereo not drawn)	3	i	-0.5	8	-3	8	4	2	-7	0
CC(C)(C)c1ccc(C(=O)NCCCn2ccnc2)cc1	6	i	-6.1	2	7	-2	1	-5	0	0
CC1(C(=O)NCc2ccccc2Br)CCN1Cc1ccc(-c2ccccc2)o1 (stereo not drawn)	-2	i	2.5	5	-1	0	-3	/	7	6
CCN(CC)CCSc1nnc2c3ccccc3n(Cc3ccccc3)c2n1	-9	i	0.3	-13	4	0	0	-1	-9	1
CCc1ccccc1Nc1nc(N)nc(COC(=O)C2=COCCO2)n1	4	i	-0.5	-3	-1	-2	-14	-2	-6	2
O=C(CN(c1ccccc1)S(=O)(=O)c1ccc(F)cc1)NC1CCCCCC1	-1	i	0.4	7	8	0	-15	-5	1	7
CCCCOc1ccc(S(=O)(=O)NC(=O)C2(C)CCN2C(=O)c2c(C)noc2C)cc1 (stereo not drawn)	1	i	-2.4	2	-6	-3	-6	/	5	5
C[C@@H]1CN([C@H](C)CO)C(=O)c2cccc(NC(=O)NC3CCCCC3)c2O[C@@H]1CN(C)C(=O)Nc1ccc(C(F)(F)F)cc1	-3	i	1.7	9	20	-1	-1	-11	-15	-43
O=C(O)c1cccnc1SCC(=O)C12CC3CC(CC(C3)C1)C2	4	i	-0.6	6	-12	-2	-2	-4	0	0
Cc1n[nH]c(C)c1CCCCOc1ccccc1	7	i	-0.6	1	5	-1	15	-6	-2	0
CCCCCCOc1ccc(N2C(=O)CC(SC(=NCC)NCC)C2=O)cc1 (stereo not drawn)	3	i	0.6	1	-10	0	4	-1	0	14
COCCN(C(=O)c1csnn1)C(C(=O)NC1CCCCC1)c1ccccc1F (stereo not drawn)	0	i	-1.3	2	14	-2	14	-3	-7	6
O=C1NC[C@@H](CCCCN2C[C@H](Cc3ccccc3)N(CC3CCCCC3)C(=O)C2=O)N(Cc2ccccc2)C1=O	10	/	0.7	5	-3	/	-4	/	21	/
CN1CCN(CC(=O)Nc2sc3c(c2C(=O)Nc2ccccc2)CCCC3)CC1	2	i	-0.1	3	9	-1	7	11	-6	0
COc1ccc(C)cc1NC(=O)c1nn(C)cc1Br	0	i	-0.4	-4	-3	2	3	-1	-5	-1
CC(=O)Nc1cccc(NC(=O)CCN2C(=O)c3ccccc3S2(=O)=O)c1	4	i	1.0	5	-15	0	6	4	-3	1
O=C(N/C(=C/C=C/c1ccccc1)C(=O)N1CCOCC1)c1ccccc1Cl	-4	i	0.2	-4	-6	-3	7	2	4	11
COc1ccc(NC(=O)CCn2cc(C)c3ccccc32)cc1	4	i	0.1	0	11	-1	2	-19	-8	0

High-throughput results deposited in PubChem by Sanford-Burnham Center for Chemical Genomics.
